Screens as filed in PubChem BioAssay.
Cycloheximide cs: affects cycloheximide protein synthesis inhibition readout, counter-screen. cell reporter, cycloheximide protein synthesis inhibition counterscreen. max response, %. actives 12% (n = 300,000). AID 2314; in the data active = max response mostly above about 13%, no sharp cut-off; inactive = mostly below about 14%; also: read at 38.3 µM for the half of the compounds with a filed dose; 0% is about no effect
AmpC inh no detg: AmpC beta-lactamase inhibition without detergent; AID 485341; actives 0.52% (n = 330,000); AmpC nitrocefin hydrolysis, absorbance 480 nm, 0.0001% Triton; Potency, µM (doses to about 57.1 µM), for inactives: at the top dose activity change, negative = inhibition, most hits filed as inhibitors;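 also: potency is read from the fitted curve at half-maximal effect; plate controls were no compound for no effect and no enzyme for full effect; nearly all actives have a fitted effect of over 20% in size; some results filed as inactive show a strong effect at the top dose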
Target sequence (P00811 whole entry, looked up): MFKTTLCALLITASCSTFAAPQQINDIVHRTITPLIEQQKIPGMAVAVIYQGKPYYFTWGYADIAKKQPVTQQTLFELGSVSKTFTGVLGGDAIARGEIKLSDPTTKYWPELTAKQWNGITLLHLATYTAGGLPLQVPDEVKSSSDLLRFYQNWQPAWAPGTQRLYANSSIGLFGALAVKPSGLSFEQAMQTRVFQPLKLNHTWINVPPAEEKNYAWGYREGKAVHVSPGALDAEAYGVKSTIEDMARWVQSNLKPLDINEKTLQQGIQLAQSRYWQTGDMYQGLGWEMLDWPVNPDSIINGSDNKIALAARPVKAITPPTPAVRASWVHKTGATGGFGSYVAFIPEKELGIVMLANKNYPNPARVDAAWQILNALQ
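AmpC (5.3 nM in the dispensed reagent) in 20 mM phosphate pH 7.0 with 0.01% (detergent screen) or 0.0001% Triton X-100 was preincubated with compounds for 15 min at room temperature. Nitrocefin was then added from an 800 uM solution, and hydrolysis was followed at 480 nm.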
AMA1-RON2 inh: inhibitors of Plasmodium falciparum AMA1-RON2 interaction; AlphaScreen AMA1-biotinylated RON2 peptide binding; Potency, µM (series often up to 58.2 µM), without a hit: at the top dose activity change, negative = inhibition, most hits filed as inhibitors; actives 0.2% (n = 360,000);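 also: potency is read from the fitted curve at half-maximal effect; 0% = vehicle wells and -100% = peptide control; nearly all actives have a fitted effect of over 45% in size; some results filed as inactive show a strong effect at the top dose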
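AMA1 (3D7) with his tag at 25 nM final met compounds first, then biotinylated RON2 peptide at 25 nM; detection used donor plus acceptor beads, 10 µg/mL apiece, read by AlphaScreen after 30 min at room temperature.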
Shiga toxin inh: Shiga toxin inhibition. AID 2315. inhibition, % at 38.7 µM. Vero cells, Shiga toxin protein synthesis inhibition reporter. actives 9.2% (n = 290,000); in the data active = inhibition mostly above about 28%, no sharp cut-off; inactive = mostly below about 43%; also: 0% is about no effect
FBPA Giardia inh: blocks Giardia fructose-bisphosphate aldolase activity; A8B2U2; purified Giardia FBPA; Potency, µM (top dose mostly 59.6 µM), for the others: at the highest dose activity, negative = inhibition, usual class: inhibitors; actives 0.71% (n = 290,000); AID 2451; also: potency is read from the fitted curve at half-maximal effect; % is scaled to controls: 0 for no effect and ±100 for the full control effect; nearly all actives have a fitted effect of over 55% in size
Target sequence (A8B2U2 whole entry, looked up): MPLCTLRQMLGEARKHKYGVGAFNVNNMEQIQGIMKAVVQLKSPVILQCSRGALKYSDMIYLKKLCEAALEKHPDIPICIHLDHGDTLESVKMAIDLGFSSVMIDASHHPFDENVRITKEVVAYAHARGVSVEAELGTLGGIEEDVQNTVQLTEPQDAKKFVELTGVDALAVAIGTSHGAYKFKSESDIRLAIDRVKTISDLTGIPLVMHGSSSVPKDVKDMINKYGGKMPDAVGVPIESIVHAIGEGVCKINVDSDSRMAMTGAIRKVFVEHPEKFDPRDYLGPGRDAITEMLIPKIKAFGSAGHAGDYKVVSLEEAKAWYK
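Giardia FBPA (40 nM reagent) was preincubated 10 min at RT with compound (up to 57.5 uM final), then substrate plus GAPDH/TPI/NAD/arsenate coupling system with diaphorase/resazurin was added; resorufin fluorescence (525/598 nm) was read after 20 min.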
AmpC inh detg: blocks E. coli AmpC beta-lactamase in detergent assay; AmpC hydrolysis of nitrocefin, absorbance 480 nm, 0.01% Triton; actives 0.041% (n = 370,000); P00811; AID 485294; Potency, µM (series often up to 114 µM), for inactives: top-dose activity change, negative = inhibition, usual class: inhibitors;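 also: potency is read from the fitted curve at half-maximal effect; 0% = no-compound wells and -100% = no-enzyme wells; nearly all actives have a fitted effect of over 25% in size; some results filed as inactive show a strong effect at the top dose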
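AmpC (5.3 nM in the dispensed reagent) in 20 mM phosphate pH 7.0 with 0.01% (detergent screen) or 0.0001% Triton X-100 was preincubated with compounds for 15 min at room temperature. Nitrocefin was then added from an 800 uM solution, and hydrolysis was followed at 480 nm.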
HCMV antiviral: human cytomegalovirus inhibition; HFF cells, HCMV-luciferase reporter, 72 h; stronger effect = lower value; AID 1259415; actives 4.5% (n = 410,000); activity change, negative = inhibition, % at 57.5 µM; in the data active = activity change below about -60%; inconclusive = no clear call, values can overlap the other calls; inactive = above about -39%; also: % is scaled to controls: 0 for no effect and ±100 for the full control effect
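HFF cells seeded 16 h at 37C, treated with compounds, infected with luciferase-reporter HCMV at MOI 1 PFU/cell; luciferase read at 72 h post infection, normalized to buffer-only and Salinomycin controls.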
* marks the source's active call; other numbers are inactive results; ? = inconclusive; . = no result given; & = joins results of further samples; [ ] = another dose, or the depositor's remark. Unless noted, calls follow the shape of the dose curve; as a rule, active = well fitted curve in the direction sought with a large enough effect; inconclusive = small, poorly fitted or top-dose-only effect, or another doubt; inactive = no such curve, though single readings can be large; an effect the other way counts as inactive or inconclusive.

SMILES	Cycloheximide cs	AmpC inh no detg	AMA1-RON2 inh	Shiga toxin inh	FBPA Giardia inh	AmpC inh detg	HCMV antiviral
O=C(NCC1CCCO1)c1nc2c(nnn2Cc2ccccc2Cl)c(=O)[nH]1 (stereo not given)	-3	-19%	7%	-3	2%	-6%	-36
Cc1cccc(-n2nnc(C(=O)NCc3ccccn3)c2N)c1	17	?	72%[activator]	46	0%	0%	36
N#C/C(=N\Nc1cccc(F)c1)C(=N)N1CCCCCC1	26*	-6%	17%	41*	-5%	?	46
COc1ccc(Cl)cc1NC(=O)CN(C)C(=O)COc1ccccc1F	-2	11%	0%	-5	-29%	3%	-40
O=C(Nc1ccc(N2CCN(C(=O)c3ccccc3)CC2)c(Cl)c1)c1ncn[nH]1	-1	-34%	102%[activator]	-4	1%	?	-25
COc1ccccc1-c1ccc(SCC(=O)NCCc2ccccc2)nn1	-2	-20%	-9%	18	-3%	?	-13
Cc1ccc(NC(=O)C2CCC(=O)N2C(=O)OCc2ccccc2)cc1 (stereo not given)	-3	-4%	4%	22	.	4%	-24
COc1ccc(NS(=O)(=O)c2ccc(NC(=O)c3ccc(Br)cc3)cc2)nn1	-2	-43%	1%	-8	-5%	1%	4
O=C(COC(=O)/C=C/c1ccc(OC(F)F)cc1)NC1CCCC1	.	-3%	-6%	.	.	3%	-20
Cc1nc(NC(=O)CCCC(=O)Nc2nc(C)c(C)s2)sc1C	8	-13%	13%	11	-1%	-4%	45
CCOC(=O)CC1OC(=O)c2cc3c(cc21)C(=O)OC3CC(=O)OCC (stereo not given)	-3	-3%	4%	-13	2%	-1%	5
CCC(C)N1CCN(C(=O)C2CCN(S(=O)(=O)c3c(C)noc3/C=C/c3ccco3)CC2)CC1 (stereo not given)	-3	190%[activator]	7%	15	-11%	3%	?
O=C(O)c1cccc(S(=O)(=O)N2CCCC(c3nc4c(nnn4Cc4ccccc4Cl)c(=O)[nH]3)C2)c1 (stereo not given)	0	-31%	9%	-4	3%	2%	-15
COc1ccc(C2C(=O)c3ccccc3C2=O)cc1OC	5	0%	-8%	33	-24%	7%	23
CCOCCCNC(=O)CN1CCN(Cc2ccc(Cl)cc2)C1=O	-2	-2%	11%	-4	7%	5%	-10
CCC(=O)NC(=S)Nc1ccc(NC(=O)c2ccc([N+](=O)[O-])cc2Cl)cc1	3	-24%	-3%	24	4%	-8%	-4
Cn1nccc1C(=O)N1CCCC(Nc2ccc(F)cc2)C1 (stereo not given)	-2	-1%	5%	-8	-1%	-9%	9
O=C(COc1ccc(Cl)cc1)Nc1nc(-c2cccs2)cs1	9	-45%	-4%	14	-6%	-8%	-9
Cc1nn(Cc2cccc(C(=O)Nc3ccn(Cc4ccccc4)n3)c2)c(C)c1[N+](=O)[O-]	-6	-20%	13%	-8	-3%	-11%	?
Cc1ccccc1NC(=O)CSc1nnc(-c2ccco2)n1N	.	-5%	7%	.	.	?	-25
CCCCn1c(-c2cccs2)nc2oc3ccccc3c(=O)c2c1=O	-2	-25%	4%	-9	3%	-6%	?
Cc1nn(-c2cc(C(F)(F)F)ccc2Cl)c2nc(C(Cl)(Cl)Cl)[nH]c(=O)c12	-1	-47%	-1%	-5	20%	1%	-26
CCCn1c(SCC(=O)NC(C)c2ccccc2)n[nH]c1=O (stereo not given)	-2	-16%	12%	6	2%	?	-29
OC1(c2ccccc2)CCNC2CCCCC21 (stereo not given)	-3	-19%	-4%	-6	-2%	2%	-18
C=CCN(CC=C)S(=O)(=O)c1ccc(NC(=S)NC(=O)/C=C/c2ccc(C)cc2)cc1	14	.	20%	19	-7%	7%	7
Next part
SMILES	Cycloheximide cs	AmpC inh no detg	AMA1-RON2 inh	Shiga toxin inh	FBPA Giardia inh	AmpC inh detg	HCMV antiviral
CSCc1cc(N(C)c2ccccc2)nc(-c2ccccc2)n1	6	-29%	-12%	-4	6%	-4%	-24
CCOc1cc(N2CCOCC2)c(OCC)cc1NC(=O)Cc1ccccc1OC	7	127%[activator]	-18%	52	?	-2%	-61*
COc1ccc2c(=O)c(N3C(=O)c4ccccc4C3=O)coc2c1	-1	-25%	-2%	49	-1%	-1%	-8
COc1ccccc1NC(=O)c1cc(Cl)nnc1Cl	0	0%	6%	-6	9%	-11%	-22
N#CCCN(C(=O)c1cc2c(s1)-c1ccccc1S(=O)(=O)C2)c1ccccc1	-12	-19%	0%	-3	.	-7%	-8
Cc1ccc(CC2C(=O)N(C)C(=O)N(C)C2=O)s1	5	-17%	-7%	10	-18%	2%	-35
CCOP(=O)(OCC)c1ccc(OP(=O)(c2cccc([N+](=O)[O-])c2)c2cccc([N+](=O)[O-])c2)cc1	-3	-8%	1%	-11	-1%	-2%	14
COc1cc(C2Nc3cccc4cccc(c34)N2)ccc1O	0	-43%	-13%	-11	?	?	-4
COc1ccccc1N1CCN(C(=O)c2ccc(CS(=O)(=O)c3ccccc3OC)o2)CC1	15*	121%[activator]	29%	10	8%	-12%	-22
CCOC(=O)c1c(/N=C/c2cccc([N+](=O)[O-])c2O)sc2c1CCC2	-1	-50%	1%	-2	-29%	-1%	-12
COc1ccc(-n2cccc2/C=C2\C(=N)N3N=C(c4ccco4)SC3=NC2=O)cc1	10	-48%	-7%	12	7%	?	-19
COc1cc(/C=N/NC(=O)c2nnn(-c3nonc3N)c2C(C)C)ccc1O	-12	-37%	21%	-2	.	-1%	-32
CCOc1ccc(C(=O)NC(C(=O)NCCc2ccc(S(N)(=O)=O)cc2)C(C)C)cc1 (stereo not given)	-3	-20%	0%	-8	-4%	3%	28
O=C(Nc1ccc(S(=O)(=O)Nc2ncccn2)cc1)c1ccc(S(=O)(=O)N2CCCC2)cc1	-7	-31%	0%	-6	2%	8%	-36
COc1ccccc1CNC(=O)c1ccc(NS(C)(=O)=O)cc1	-2	-25%	-10%	-17	6%	?	2
COCC(C)NC(=O)CSc1nc2ccccc2n1CCc1ccccc1 (stereo not given)	-4	69%[activator]	8%	-23	-3%	-10%	-13
C/C(=N/NC(=O)CNS(=O)(=O)c1ccccc1)c1ccc(Br)cc1	1	-29%	8%	-4	-1%	-10%	-10
O=S(=O)(/N=C(/Nc1ccc(F)cc1F)c1ccccc1)c1ccccc1	6	-2%	-5%	5	1%	?	0
Cc1cc(S(=O)(=O)N2CCN(c3ncccn3)CC2)ccc1-n1cnnn1	-2	0%	-10%	8	3%	-1%	-30
COc1ccccc1NC(=O)c1nnn(CC(=O)Nc2cccc(SC)c2)c1N	3	-26%	-5%	2	-3%	5%	5
CCCCN(CC)CCCNC(=O)c1cc2c(=O)[nH]c3ccccc3c2s1	-4	-21%	19%	-5	1%	-8%&3%	?
CCOC(=O)c1cc(C(=O)NN)c(=O)[nH]c1C	-2	-6%	-28%	-6	5%	0%	24
COc1ccc(N2C(=O)CCC(C(=O)N3CCN(c4ccccn4)CC3)C2c2ccc(F)cc2)cc1 (stereo not given)	-1	174%[activator]	-7%	-5	12%	?	-5
CCCCC1=CC2=C(c3ccco3)C(=O)C(C)(OC(=O)c3ccc(OC)cc3)C(=O)C2=CN1CC(C)C (stereo not given)	14	54%	9%	24	?	6%	12
CN(C)CCNC(=O)Cc1c(C(=O)O)n(C)c2ccccc12	-4	-7%	.	30	0%	-21%	.
Additional entries:
SMILES	Cycloheximide cs	AmpC inh no detg	AMA1-RON2 inh	Shiga toxin inh	FBPA Giardia inh	AmpC inh detg	HCMV antiviral
Cc1ccc2nc(SCC(=O)Nc3nnc(SCC(N)=O)s3)[nH]c2c1	-3	-31%	3%	-7	2%	1%	-30
O=C(CSc1ccc2nnc(-c3cccc(F)c3)n2n1)N1CCCc2ccccc21	-4	-19%	-16%	9	3%	?	-38
Nc1ccc(C(=O)n2c3ccccc3c3ccccc32)cc1	-6	-27%	-7%	-15	3%	?	-79*
CS(=O)(=O)c1ccc(C(=O)OCC(=O)N2CCCc3ccccc32)cc1	.	-3%	-2%	.	.	-6%	0
O=C(COc1ccc(-n2cnnn2)cc1)Nc1ccc(Br)cc1F	.	-38%	-1%	.	.	.	-28
Cc1nc2ccccc2c(=O)n1NC(=O)c1cccnc1Cl	10	-8%	-1%	-6	6%	0%	-13
O=C(Nc1nnc(SCc2ccc(F)cc2)s1)c1ccco1	7	-14%	-3%	-8	24%	4%	0
CSc1nc(N)n2nc(C(C)(C)C)cc2n1	15*	-15%	-1%	26	2%	4%	20
COc1cc(OC)c(C2NC(=O)CCC2[N+](=O)[O-])cc1OC (stereo not given)	1	-18%	3%	-6	-4%	9%	2
Cn1nnnc1Sc1ncnc2scc(-c3ccc[nH]3)c12	.	-21%	.	.	.	4%	-98*
Cc1nc2ccccc2c(=O)n1-c1cc(F)ccc1F	19	3%	-5%	9	3%	?	5
O=C(CCCC(=O)N(c1ccc2c(c1)OCCO2)C(C(=O)NC1CCCCC1)c1ccc(Cl)cc1)Nc1ccccn1 (stereo not given)	24*	15%	4%	33*	-1%	4%	-69*
CCCCCCOC(=O)c1ccc(NC(=O)c2cc(OC)c(OC)c(OC)c2Br)cc1	-2	34%	9%	13	-17%	-14%	83
Cc1ccc(S(=O)(=O)NC2CCCCC2)cc1C(=O)N1CCC(C(N)=O)CC1	.	7%	-3%	.	.	5%	4
COc1ccc(Br)cc1CNc1ccccc1	1	-28%	?	-6	28µM*	-3%	-30
Cc1ccc(C(=O)N2CCC3(CC2)Oc2ccc(Cl)cc2C(=O)C32CC(c3cccnc3)=NO2)s1 (stereo not given)	-4	114%[activator]	-2%	-3	-7%	8%	22
CCCCOc1ccc(S(=O)(=O)NNC(=O)c2cc3ccccc3o2)cc1	-3	10%	-9%	-8	-7%	?	62
COc1ccc(CNC(=O)c2ccc(N3CCOCC3)c([N+](=O)[O-])c2)cc1	9	-10%	11%	18	-2%	-1%	15
c1csc(-c2cn3c(n2)SCC3)c1	22*	-28%	-2%	16	2%	-3%	-34
COc1ccccc1NS(=O)(=O)c1cccc(C(=O)NCc2ccccn2)c1	3	17%	14%	-3	-2%	2%	-15
Cc1cc(C)cc(N(CC(=O)NC2CCCC2)C(=O)CCC(=O)Nc2nc(C)cs2)c1	-2	67%[activator]	3%	-4	.	4%	-14
COc1ccc(NC(=O)CSc2nnc(CNC(=O)c3cccs3)o2)c(OC)c1	-2	-8%	6%	-13	3%	?	-12

Compounds as they come, and some 16% of all compounds hit somewhere here.
